GDH-TPI inh: GDH-TPI coupling enzyme inhibitors, primary screen, artefact control for M. tuberculosis FBA inhibitor project, biochemical, absorbance, full deck; inhibition, % at 4.8 µM; 1.2% of 360,000 active; GDH-TPI coupled enzyme counterscreen, NADH absorbance; in the data active = inhibition above about 30%;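 also: 0% = DMSO wells and 100% = wells lacking the enzyme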
UGM FP inh: M. tuberculosis UGM enzyme inhibitors, primary screen, biochemical, fluorescence polarization, single point | 0.06% of 320,000 active | AID 504406, 2011 | UDP-galactopyranose mutase (Mycobacterium tuberculosis (strain ATCC 25618 / H37Rv)), … | inhibition, % at 10 µM | purified UGM, fluorescence polarization probe displacement; in the data active = inhibition above about 10%, passing the limit was not always enough
FBA Mtb inh: Mtb FBA enzyme inhibitors, primary screen, biochemical, fluorescence, strain H37Rv; Fructose-bisphosphate aldolase (Mycobacterium tuberculosis (strain ATCC 25618 / H37Rv)), …; purified M. tuberculosis FBA, fluorescence read-out; inhibition, % at 1 µM; 2.3% of 360,000 active; in the data active = inhibition above about 27%;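 also: 0% = vehicle and 100% = reference inhibitor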
TcdB GH inh: TcdB glycohydrolase inhibitors, primary screen, biochemical, single point, plate reader | TcdB glycohydrolase enzymatic assay | 0.24% of 350,000 active | inhibition, % at 9.99 µM; in the data active = inhibition above about 10%
BH1578 lux ind: inducers of Vibrio cholerae quorum light production without autoinducers, primary screen, BH1578 luxS cqsA deficient, single point; AID 588436, 2011; V. cholerae BH1578 lux reporter, luminescence, 6 h; 0.16% of 350,000 active; activation, % at 18.7 µM; in the data active = activation mostly above about 9.7%, no sharp cut-off; also: not every result past the cut was called active; inactives centre near 0; reference of the scale not given here
BioA inh: M. tuberculosis BioA enzyme inhibitors, primary screen, biochemical, plate reader, single point, HTS. 0.096% of 360,000 active. purified M. tuberculosis BioA enzyme. inhibition, % at 9.99 µM; in the data active = inhibition above about 40%
PfHsp40 yeast: rescue of yeast from PfHsp40 toxicity, primary screen, S. cerevisiae, ATP luminescence | AID 504582, 2011 | 0.68% of 340,000 active | growth rescue, % at 12.5 µM | S. cerevisiae expressing PfHsp40, growth rescue; in the data active = growth rescue above about 28%, passing the limit was not always enough;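 also: yeast W303a lacking pdr1 and pdr3 grown in galactose medium; growth measured after three days at 30 °C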
FadD28 FP inh: inhibitors of FadD28 bisubstrate probe binding, primary screen, biochemical, fluorescence polarization, single point. Mycobacterium tuberculosis FadD28 fatty-acid-AMP ligase. 0.22% of 360,000 active. AID 588549, 2011. inhibition, % at 12.5 µM; in the data active = inhibition above about 8.5%, passing the limit was not always enough
Yp Topo-I inh: Yersinia pestis topoisomerase I inhibitors, primary screen, biochemical, cleavage product accumulation, plate reader, single point. Y. pestis Topo-I cleavage product accumulation. AID 504884, 2011. 0.064% of 360,000 active. DNA topoisomerase I (Yersinia pestis CO92). activity, % at 10 µM; in the data active = activity above about 50%, passing the limit was not always enough; also: inactives centre near 2
Starred values were filed as active, the others as inactive; i = inactive; . = not tested or not shown; & = joins results of further samples.

Compound	GDH-TPI inh	UGM FP inh	FBA Mtb inh	TcdB GH inh	BH1578 lux ind	BioA inh	PfHsp40 yeast	FadD28 FP inh	Yp Topo-I inh
COc1cc(OC)c(C(=O)OCC(=O)Nc2cccc(S(=O)(=O)NC3=NCCCCC3)c2)cc1OC	2	.	0	-0.4	i	-0.4	1.7	-2.0	7
CN1CCN(C(=O)NC2CCCCC2)CC1	3	0.4	10	.	-0.4	-1.1	-1.6	0.1	1
CN1C(=O)/C(=C\C=C2/CCCN2C)N(C)C1=S	5	4.6	-3	-3.7	i	-2.9	-0.9	0.8	-11
COc1ccccc1-n1cc(C(=O)c2cc(Cl)ccc2O)cc(C#N)c1=O	11	-1.8	-2	1.6	0.0	2.3	0.4	0.0	13
O=C(O)CSc1ccccc1C(=O)O	0	1.9	-5	.	-2.9	0.3	0.3	-3.5	-4
COc1ccc(NC(=O)c2sc3cc(C(F)(F)F)cnc3c2-c2cccs2)cc1	19	-1.1	2	.	4.1	-1.2	-2.1	0.2	20
COC(=O)N(C)C[C@@H]1OCc2ccccc2-c2c(n(C)c3ccccc23)C(=O)N([C@H](C)CO)C[C@@H]1C	8	.	6	-9.2&0.2	2.1	0.6	.	-1.6	22
CCOC(=O)C1=C[C@@H](CC)N(S(=O)(=O)c2ccc(C)cc2)[C@H]1c1cccs1	.	.	-3	1.9	.	-1.7	.	-4.5	.

2 entries from above, with two lines to a compound.
Below each compound: GDH-TPI inh	UGM FP inh	FBA Mtb inh	TcdB GH inh	BH1578 lux ind	BioA inh	PfHsp40 yeast	FadD28 FP inh	Yp Topo-I inh
> COc1cc(OC)c(C(=O)OCC(=O)Nc2cccc(S(=O)(=O)NC3=NCCCCC3)c2)cc1OC
    2	.	0	-0.4	i	-0.4	1.7	-2.0	7
> CN1CCN(C(=O)NC2CCCCC2)CC1
    3	0.4	10	.	-0.4	-1.1	-1.6	0.1	1

Other results follow.
Compound	GDH-TPI inh	UGM FP inh	FBA Mtb inh	TcdB GH inh	BH1578 lux ind	BioA inh	PfHsp40 yeast	FadD28 FP inh	Yp Topo-I inh
O=S(=O)(c1ccc(-c2ccccn2)s1)N1CCC2(CC1)OCCO2	-5	1.3	0	0.9	i	-0.1	.	0.7	7
Cc1ccccc1C(=O)N1CC(=O)Nc2ccc(F)cc2C1c1ccc(F)cc1 (stereo not drawn)	3	0.5	2	0.5	-0.6	1.3	0.3	0.1	7
CN(C)c1ccc(CNC(=O)c2ccc(CNc3c(N4CCCCC4)c(=O)c3=O)cc2)cc1	5	0.4	4	0.8	-0.2	-0.7	-1.9	-1.2	7
Cc1cccnc1NC(=O)c1ccc(S(=O)(=O)N2CCCCC2)cc1	-1	-0.9	-1	0.5	0.7	.	.	0.1	3
C=CCN1CN(Cc2ccco2)CNC1=S	-1	3.1	-1	.	-0.2	.	-1.0	2.4	3
COc1cccc(C(=O)n2c(SC)nc3cc4c(cc32)OCCO4)c1	14	0.7	-1	1.1	-0.3	-1.8	-0.6	-4.2	8
CCN(C(=O)COC(=O)c1oc2ccc(OC)cc2c1C)C1CCCCC1	-2	1.6	30*	0.5	-2.9	.	0.7	-2.6	35
O=C(C1c2ccccc2C(=O)N2CCc3ccccc3C12)N1CCN(Cc2ccccc2)CC1 (stereo not drawn)	1	0.0	0	.	i	0.4	0.6	2.6	12
Cc1ccc(C(=O)OCc2nc3ccsc3c(=O)[nH]2)o1	10	1.2	8	1.8	i	0.0	-0.9	-1.8	0
CCC(C(=O)NCCc1c[nH]c2ccc(C)cc12)c1ccccc1 (stereo not drawn)	8	0.0	3	2.5	i	-1.1	-1.2	0.0	13
O=C(NCc1cccs1)c1ccc(Cl)s1	-2	-0.8	-5	.	2.7	.	1.6	-3.2	-12
O=C(CNC(=O)[C@@H]1Cc2ccccc2CN1)Nc1ccc2c(c1)OCCO2	6	0.4	-1	1.1	i	-0.1	-0.1	0.1	0
c1csc(-c2nnc(N3CCCCCC3)c3ccccc23)c1	4	2.2	0	2.1	-0.4	.	1.0	0.4	6
C=CCNc1nc(NC(C)(C)CO)nc(OC)n1	-7	3.6	4	.	.	-0.2	2.8	-1.9	4
O=C(CNC(=S)N(CCCN1CCOCC1)Cc1cccs1)N1CCOCC1	11	-2.2	1	.	-0.3	0.9	-0.7	-1.3	2
CC(C)NC(=O)Nc1cccc2c1O[C@H](CN(C)S(=O)(=O)c1cccs1)[C@@H](C)CN([C@H](C)CO)C2=O	10	-1.3	4	-0.4	i	-2.0&0.2	-1.2	-1.4	19
CCCCNC(=O)OC(C)CNC(=O)OC (stereo not drawn)	-4	-0.2	6	.	.	-1.4	-1.9	-0.9	4
Cc1cccc(C)c1NC1=NC(C)(C)N=C(N)N1	15	-2.4	1	.	.	-5.3	1.5	2.2	-10
CCOC(=O)CSc1cc(CS(=O)c2ccc(Cl)cc2)nc(-c2ccccc2)n1 (stereo not drawn)	4	2.1	5	.	i	1.0	0.9	1.1	34
O=C(O)c1c2c(nc3ccc(S(=O)(=O)N4CCC(C(=O)NCc5ccccc5)CC4)cc13)CCCC2	2	.	3	1.8	1.1	-2.2	.	-1.3	3
O=C(Nc1ccc(-c2nc3cccnc3s2)cc1)c1ccc(Br)o1	19	.	13	-1.1	-0.6	-3.1	-0.2	-2.6	-4
CCOC(=O)c1ccc(S(=O)(=O)N2CCN(CCc3ccncc3)CC2)cc1	2	0.3	3	-0.2	-0.4	-0.8	-0.5	-1.4	3
C[C@H](CO)N1C[C@H](C)[C@H](CN(C)C(=O)N[C@H](C)c2ccccc2)OCc2ccccc2-c2c(n(C)c3ccccc23)C1=O	4	.	0	1.6	i	2.1	.	0.7	33
CC(C)Oc1ccc(C(=O)NC2CCS(=O)(=O)C2)cc1 (stereo not drawn)	-7	0.4	2	0.1	.	-0.3	-0.4	-3.3	5
CCCCC(=O)NC(c1ccc(Cl)cc1)c1ccc2cccnc2c1O (stereo not drawn)	5	1.3	-3	0.9	-0.4	-1.4	-1.5	-2.4	-17
C=CCn1c(CC(=O)OC)csc1=Nc1ccc(C(C)=O)cc1	31*	-0.7	4	0.8	-7.1	18	0.4	1.2	6
CC(NC(=O)COC(=O)CNS(=O)(=O)/C=C/c1ccccc1)c1ccccc1 (stereo not drawn)	8	0.3	7	1.3	-2.6	2.6	1.0	.	1
O=C(NC(=S)NCc1nc2ccccc2[nH]1)c1ccccc1F	-1	-1.7	0	3.3	0.1	.	-0.4	8.9*	-9
N#CCCCSc1nnc(-c2ccc(Cl)cc2)n1-c1ccccc1	0	1.9	-1	1.9	-0.4	0.6	0.5	-3.3	35
COc1ccccc1N1CCN(C(=O)CN(Cc2ccccc2)S(C)(=O)=O)CC1	3	2.0	1	2.6	i	-0.4	-0.4	-3.3	9
COc1cccc(OC)c1C(=O)NC(=S)Nc1ccc2c(c1)OCCO2	11	-0.6	5	2.0	-0.3	0.2	-1.5	-0.8	11
C=CCN=C(CC)C1=C(O)CCCC1=O	2	2.0	0	.	-2.6	-1.8	0.7	-2.8	7

Single records, from the list above. Values in the order: GDH-TPI inh	UGM FP inh	FBA Mtb inh	TcdB GH inh	BH1578 lux ind	BioA inh	PfHsp40 yeast	FadD28 FP inh	Yp Topo-I inh
CCCCC(=O)NC(c1ccc(Cl)cc1)c1ccc2cccnc2c1O (stereo not drawn) as listed: 5	1.3	-3	0.9	-0.4	-1.4	-1.5	-2.4	-17
N#CCCCSc1nnc(-c2ccc(Cl)cc2)n1-c1ccccc1 as listed: 0	1.9	-1	1.9	-0.4	0.6	0.5	-3.3	35
COc1ccccc1N1CCN(C(=O)CN(Cc2ccccc2)S(C)(=O)=O)CC1 as listed: 3	2.0	1	2.6	i	-0.4	-0.4	-3.3	9

(further entries)
Compound	GDH-TPI inh	UGM FP inh	FBA Mtb inh	TcdB GH inh	BH1578 lux ind	BioA inh	PfHsp40 yeast	FadD28 FP inh	Yp Topo-I inh
COc1ccc(NC(=O)Cc2c[nH]c3ccccc23)cc1S(=O)(=O)N1CCOCC1	-4	2.9	1	0.6	-0.5	.	-0.5	6.1	-7
Cc1ccccc1-n1c(SCC(=O)N/N=C/c2c(C)nn(-c3ccccc3)c2C)nc2ccccc2c1=O	16	0.4	3	1.7	-0.3	-1.1	0.0	-2.0	-5
CCN1C(=O)/C(=C\c2ccc3c(c2)OCO3)C(C(=O)OC)=C1C	14	3.4	-8	.	i	-3.8	-1.0	-1.2	15
O=S1(=O)c2ccccc2C(O)(c2ccccc2)c2ccccc21	7	.	-1	2.3	i	0.3	-0.9	.	2
CCCCOc1ccc(/C(N)=N/O)cc1	0	0.7	0	0.9	-1.5	-3.3	1.0	1.6	0
Cn1c(C2=C(O)CN(Cc3ccccc3)C2=N)[n+](C)c2ccccc21	8	-7.2	1	1.0	-4.3	-1.4	-0.7	-0.8	-4
C/C(=N\NC(=O)c1cccc(S(=O)(=O)N2CCOCC2)c1)c1ccc(OC(F)F)cc1	2	.	-1	0.0	i	.	-0.9	-0.9	9
Nc1ccc2oc(-c3ccccn3)nc2c1	15	-2.3	0	.	-14	-2.3	0.0	-2.0	3
C=CCn1c(=O)c(C(=O)NCc2ccccc2Cl)c(O)c2ccccc21	0	-1.0	5	0.1	-0.9	-3.8	19	-1.2	-5
CS(=O)(=O)c1ccc2nc(NC(=O)Nc3cccc(Cl)c3)sc2c1	11	1.2	6	0.9	1.6	.	-1.7	-0.9	5
Cc1cc(-c2ccc(/C=N/n3cnnc3)o2)ccc1Cl	33*	2.7	-2	0.9	0.0	.	-0.5	-2.9	7
Cc1ccc(CN2CCC2(C)C(=O)NC(C)C)cc1 (stereo not drawn)	-1	.	-3	1.1	i	-1.1	.	-3.8	-2
Cc1c(Cc2ccccc2)c(=O)oc2cc(OCC(=O)NCc3ccccn3)ccc12	13	2.4	78*	-1.0	-0.4	2.0	1.6	-2.1	11
Cc1cc(S(=O)(=O)N2CCCc3ccccc32)ccc1-n1cnnn1	-2	3.0	-2	2.6	-0.2	2.8	2.1	-1.0	17
CC1(C)CC(=O)C(C=NCCN2CCN(C3CC(=O)N(c4ccc(Br)cc4)C3=O)CC2)=C(O)C1 (stereo not drawn)	5	1.3	4	-0.2	i	.	0.0	-0.6	0
Cc1cc(C(=O)N/N=C/c2ccc3ccccc3c2)n[nH]1	23	-1.5	5	0.1	i	-0.7	-1.5	-1.3	-8
COc1ccccc1NC(=O)COC(=O)c1c[nH]c(=O)[nH]c1=O	20	2.0	7	0.2	-0.3	.	-1.3	-2.1	3

Screens: PubChem, several laboratories
